# Screening data from PubChem.
# USP1-UAF1 inh: USP1/UAF1 (human) deubiquitinase inhibition; 0.23% of 390,000 active; O94782; recombinant USP1/UAF1, Ub-Rhodamine cleavage fluorescence; Potency, µM (doses to about 57.1 µM), without a hit: at the top dose activity change, negative = inhibition, hits mostly inhibitors; note: potency is the fitted concentration of half-maximal effect; % is set by controls: 0 for no effect and ±100 for the full control effect; nearly all actives have a fitted effect of over 60% in size; inactives centre near -12
# Target sequence (O94782 whole entry, looked up): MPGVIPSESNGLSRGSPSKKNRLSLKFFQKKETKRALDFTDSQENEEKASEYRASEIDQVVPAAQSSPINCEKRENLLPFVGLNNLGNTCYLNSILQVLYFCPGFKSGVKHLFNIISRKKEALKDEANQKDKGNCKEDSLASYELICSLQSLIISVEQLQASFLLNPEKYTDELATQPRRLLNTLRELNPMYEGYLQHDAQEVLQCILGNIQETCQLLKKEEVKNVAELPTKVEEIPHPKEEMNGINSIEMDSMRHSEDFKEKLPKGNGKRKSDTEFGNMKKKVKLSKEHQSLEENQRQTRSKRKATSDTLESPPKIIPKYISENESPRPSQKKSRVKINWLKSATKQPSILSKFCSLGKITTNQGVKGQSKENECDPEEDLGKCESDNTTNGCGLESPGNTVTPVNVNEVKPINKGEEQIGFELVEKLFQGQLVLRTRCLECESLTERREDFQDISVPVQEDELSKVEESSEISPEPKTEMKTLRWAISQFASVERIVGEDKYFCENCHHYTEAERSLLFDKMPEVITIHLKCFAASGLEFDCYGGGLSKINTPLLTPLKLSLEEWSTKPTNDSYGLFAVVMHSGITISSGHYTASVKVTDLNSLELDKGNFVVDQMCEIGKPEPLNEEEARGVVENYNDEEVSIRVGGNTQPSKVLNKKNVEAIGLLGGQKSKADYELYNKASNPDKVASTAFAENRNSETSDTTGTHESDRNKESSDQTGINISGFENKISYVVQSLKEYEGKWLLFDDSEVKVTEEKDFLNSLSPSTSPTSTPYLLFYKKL
#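 Step one: compound is pinned into 1nM USP1/UAF1 in HEPES pH 7.8 buffer with TCEP. Step two: 15 min room-temperature incubation. Step three: Ub-Rho (150nM final) starts cleavage, tracked by fluorescence over six one-minute reads.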
# TrxR1 substrate: rat thioredoxin reductase 1 substrate activity; O89049; purified TrxR1 substrate turnover, NADPH consumption readout; Potency, µM (top dose mostly 114 µM), inactives show top-dose activity change, negative = substrate turnover; 0.01% of 390,000 active; note: potency is the fitted concentration of half-maximal effect; % is set by controls: 0 for no effect and ±100 for the full control effect; nearly all actives have a fitted effect of over 50% in size
#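 Rat TrxR1, dispensed at 90 nM, was prereduced with 400 uM NADPH (final) for 5 min at ~22 deg C, then incubated with compound 15 min before 400 uM selenite. A first-read NADPH fluorescence drop versus no-compound background flagged substrates.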
# TrxR1 inh: inhibitors of rat thioredoxin reductase 1; O89049; AID 588453; Potency, µM (titrated, usually from 114 µM), without a hit: at the highest dose activity change, negative = inhibition, hits mostly inhibitors; recombinant rTrxR1, NADPH fluorescence consumption, selenite substrate; 1% of 390,000 active; note: potency is the fitted concentration of half-maximal effect; % is set by controls: 0 for no effect and ±100 for the full control effect; nearly all actives have a fitted effect of over 65% in size
#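 Rat TrxR1 (90 nM in the dispensed reagent) was pre-reduced with 400 uM NADPH for 5 min at room temperature, then incubated with compound for 15 min. After 400 uM selenite was added, NADPH fluorescence (Ex 340/Em 450 nm) was followed for 8 min.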
# Vif-APOBEC3F blk: inhibitors of Vif-A3F interaction; HeLa A3F-eYFP + Vif (tagged APOBEC3F with the HIV-1 protein that degrades it), YFP fluorescence increase; Potency, µM (series often up to 46.1 µM), for the others: at the highest dose activity, negative = active; 0.2% of 390,000 active; AID 602313; note: potency is the fitted concentration of half-maximal effect; % of control where 0% means no effect; nearly all actives have a fitted effect of over 65% in size
#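 HeLa cells stably expressing A3F-eYFP plus Vif, plated and incubated overnight at 37 deg C, then exposed to compounds overnight at 37 deg C. Blocked degradation read as raised yellow fluorescence (Ex 488/Em 500-530).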
# Vif-A3G inh: inhibitors of Vif-APOBEC3G interaction | 0.076% of 410,000 active | HeLa A3G-eYFP + Vif (tagged APOBEC3G with the HIV-1 protein that degrades it), YFP fluorescence, overnight | Potency, µM (titrated, usually from 46.1 µM), without a hit: at the top dose activity, negative = active, actives largely listed as inhibitors;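 note: potency is the fitted concentration of half-maximal effect; % is set by controls: 0 for no effect and ±100 for the full control effect; nearly all actives have a fitted effect of over 60% in size; hits raise eYFP signal because A3G escapes Vif-driven loss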
#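 Read-out is eYFP fluorescence (Ex 488/Em 500-530) from Vif-expressing HeLa A3G-eYFP cells; more signal means A3G escaped Vif-mediated degradation. Cells plated overnight, compound pinned in, incubated overnight at 37 deg C.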
# RGS4 inh: inhibitors of human regulator of G protein signaling 4; 0.039% of 390,000 active; P49798; Potency, µM (doses to about 114 µM), without a hit: top-dose activity change, negative = inhibition, most hits filed as inhibitors; Transcreener GDP fluorescence polarization, RGS4-accelerated GTP hydrolysis; note: potency is the fitted concentration of half-maximal effect; % is set by controls: 0 for no effect and ±100 for the full control effect; nearly all actives have a fitted effect of over 75% in size; some results filed as inactive show a strong effect at the top dose
# Target sequence (P49798 whole entry, looked up): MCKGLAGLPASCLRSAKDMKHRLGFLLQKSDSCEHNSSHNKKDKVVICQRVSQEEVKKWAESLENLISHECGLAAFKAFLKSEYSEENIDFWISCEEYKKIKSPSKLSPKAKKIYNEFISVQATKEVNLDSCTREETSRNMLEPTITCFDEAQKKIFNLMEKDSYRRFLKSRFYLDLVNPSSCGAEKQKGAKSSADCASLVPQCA
#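 MLSMR compounds (23 nl, pin-transferred) preincubated 10 min at room temperature with a 500nM (2x) first reagent, then RGS4 at 900nM (2x) plus Transcreener GDP mix added; fluorescence polarization (620/688 nm) read before and after 90 min at 30 °C.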
# GRP78 ERSR act: induces the endoplasmic reticulum stress response in human glioma cells; 0.02% of 420,000 active; U87-MG GRP78 promoter luciferase reporter, 16 h; Potency, µM, for the others: at the top dose activation, most hits filed as activators; note: potency is the fitted concentration of half-maximal effect; series mostly up to about 76 µM; % of control where 0% means no effect; nearly all actives have a fitted effect of over 35% in size
#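 Stably transfected U87-MG human glioma cells carrying a GRP78-based luminescent sensor were seeded at 1000 cells/well, pin-dosed with compounds and incubated 16 h. Luciferase reagent was then added, and end-point luminescence was read after 10 min at room temperature.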
# LDHA block: inhibitors of human lactate dehydrogenase A. purified LDHA, NADH/diaphorase-resazurin fluorescence; active compounds read low. 0.15% of 480,000 active. activity change, % (values are at about 110 or 230 µM). P00338; in the data active = activity change below about -30%; inconclusive = mostly about -25% to -30%;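 note: plate controls were DMSO wells for no effect and wells without enzyme for full effect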
#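 Remaining NADH was detected by diaphorase (0.133 mg/mL) converting 37 µM resazurin to fluorescent resorufin, read at 0 and 20 minutes. The preceding 5-minute room-temperature reaction used 2 nM LDHA, 0.2 mM sodium pyruvate and 0.06 mM NADH at pH 7.4.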
# IDH1 R132H inh: blocks human mutant IDH1 R132H enzyme. O75874. IDH1-R132H enzyme, NADPH consumption, diaphorase/resazurin fluorescence. Potency, µM (top dose mostly 76.6 µM), for the others: top-dose activity change, negative = inhibition, actives largely listed as inhibitors. 0.093% of 390,000 active. AID 602179; note: potency is the fitted concentration of half-maximal effect; % is set by controls: 0 for no effect and ±100 for the full control effect; nearly all actives have a fitted effect of over 65% in size
#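 IDH1-R132H (0.5 ug/mL dispensed) in pH 7.5 Tris buffer was preincubated 30 min with compound, then given a substrate mix of 0.016 mM NADPH and 2 mM alpha-KG for 80 min at room temperature; remaining NADPH was read by diaphorase/resazurin fluorescence.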
# An asterisk follows results filed as active; ? = inconclusive; · = not tested or not shown; & = joins results of further samples; [ ] = remark or other dose. Unless noted, calls come from the whole dose curve; as a rule, active = well fitted curve in the direction sought with a large enough effect; inconclusive = small, poorly fitted or top-dose-only effect, or another doubt; inactive = no such curve, though single readings can be large; an effect the other way counts as inactive or inconclusive. Only part of the results is shown, so the mix of outcomes need not match the whole.
SMILES,USP1-UAF1 inh,TrxR1 substrate,TrxR1 inh,Vif-APOBEC3F blk,Vif-A3G inh,RGS4 inh,GRP78 ERSR act,LDHA block,IDH1 R132H inh
CC1(c2nnc(-c3ccc(Cl)cc3)o2)CC(c2ccncc2)=NO1 (stereo not drawn),-18%,6%,30%,5%,4%,-7%,-1%,-9,3%[38.3 µM]
C[C@H](CO)N1C[C@H](C)[C@H](CN(C)C(=O)Nc2ccc(F)cc2)OCc2cnnn2CCCC1=O,-9%,·,·,-5%,1%,·,-3%,-6,0%
Cn1c(SCC(=O)N2CCN(c3ccccc3)CC2)nnc1-c1ccco1,-21%,-2%,3%,3%,5%,-8%,-4%,-5,1%
O=C1[C@@H](Oc2ccccc2)[C@@H](c2ccccc2)N1c1cccnc1,-20%,5%,15%,-5%,-5%,-7%,-4%,4,21%
CC1CCCN(CC(=O)Nc2cc(S(=O)(=O)N3CCOCC3)ccc2N2CCCC2)C1 (stereo not drawn),-12%,2%,1%,0%,0%,-6%,-4%,2,1%
COCCNC(=O)C(c1ccc(C)cc1)N(Cc1ccccc1)C(=O)CCC(=O)Nc1ccccn1 (stereo not drawn),-11%,7%[57.1 µM],18%[57.1 µM],-7%,0%,0%,9%,-8,-6%
CC(NC(=S)NCCc1ccccc1)C(c1cccs1)N1CCN(Cc2ccccc2)CC1 (stereo not drawn),-3%,-4%[57.1 µM],6%[57.1 µM],4%,0%,-7%,-1%,3,-3%
CCOC(=O)c1c(/N=C/c2ccccc2O)sc2c1CCC2,-16%,2%[57.1 µM],-39%,3%,-1%,-14%,-5%,1,6%
Cc1ccc(Nc2c3c(nc4nc(-c5cccs5)nn24)CCCC3)cc1F,-23%,-1%[57.1 µM],15%[57.1 µM],1%,-18%,10%,-3%,-13,?
C=CCOc1ccc(C(=O)NC2CCCCC2)cc1,-3%,-6%,6%,·,2%,-24%,-1%,-2,2%
CCOC(=O)N1CCN(c2nc3ccccc3nc2C(C#N)S(=O)(=O)c2ccc(C)cc2)CC1 (stereo not drawn),3%,-6%,-6%,5%,1%,4%,-3%,5,5%
CC(NC(=O)c1ccccc1Cl)C(=O)Nc1ccc2c(c1)OCO2 (stereo not drawn),-5%,2%,3%,9%,-4%,-8%,2%,6,7%
Cc1cccc(N2C(N)=C(C#N)C(C#N)(C#N)C2c2ccccc2)c1 (stereo not drawn),-19%,47%[activator],-11%,-9%,-12%,-24%,3%,-5,-3%
CC(C)CC(NC(=O)C1CCC(=O)N1C(=O)OCc1ccccc1)C(=O)NC(Cc1ccccc1)C(N)=O (stereo not drawn),-13%,8%,42%[activator],-11%,0%,3%,-4%,-4,-2%
O=C(Nc1ccc(S(=O)(=O)Nc2ccccn2)cc1)c1cccc(Cl)c1,-23%,-5%,9%[57.1 µM],?,-5%,-16%,-4%,-2,1%
Cc1cccc(NC(=O)C2CCN(S(=O)(=O)c3c(C)noc3/C=C/c3ccco3)CC2)n1,-12%,-17%,?,5%,0%,-11%,-4%,-4,-5%
O=C(Nc1nnc(-c2cccs2)s1)C1CC1,-16%,18%[57.1 µM],11%[57.1 µM],8%,-2%,4%,-2%,-5,8%
Cc1ccc(CNC(=S)Nc2ccc(NS(=O)(=O)c3ccc(C)cc3)cc2)cc1,-11%,-7%,-9%,-16%,1%,-2%,-4%,-3,7%
COc1ccc(CNc2nc(N)nc3nc[nH]c23)cc1,·,2%&1%,7%&-3%,·,-2%&-1%,30%&-8%,-2%&-3%,-7&1,·
O=C(OCc1nnc(-c2ccccc2)o1)c1ccc(CO)cc1,3%,1%,36%,-2%,1%,16%,1%,-6,2%
COc1ccccc1NC(=O)NC(=O)c1ccccc1,-17%,0%,23%,20%,3%,-10%,2%,-2,6%
CCOC(=O)c1csc(-c2snnc2C)n1,-2%,0%,20%,6%,0%,16%,5%,-11,9%
CCOc1ccc(N(C)S(=O)(=O)c2ccc3c(c2)C(C)(C)C(=O)N3C)cc1,-16%,7%[57.1 µM],19%[57.1 µM],-4%,-1%,-10%,1%,8,?
Cc1ccc(N(CC(=O)NN=C2CCN(C)CC2)S(=O)(=O)c2ccc(C)cc2)cc1,-22%,1%[57.1 µM],5%[57.1 µM],-10%,0%,4%,2%,-8,0%
COCCn1c(=S)[nH]c2cc(C(=O)N3CCN(C4CCCCC4)CC3)ccc2c1=O,-11%,·,·,0%,1%,·,-3%,-6,-6%
COC(=O)c1cc(Br)ccc1OC(=O)c1cccnc1,-16%,2%,-9%,2%,2%,-26%,-5%,-2,5%
Cc1cccc(OCC(=O)O/N=C(\N)Cc2ccc([N+](=O)[O-])cc2)c1,3%,-14%,-16%,-13%,-8%,25%,0%,2,-1%
COC(=O)c1cc(S(=O)(=O)N2CCCCC2C)c[nH]1 (stereo not drawn),-23%,2%,29%,-3%,3%,10%,-1%,1,1%
CCCN(CC(=O)Nc1ccccc1C)C(=O)Cc1n[nH]c(=O)c2ccccc12,-17%,4%,-7%,-7%,-5%,8%,-8%,-9,-2%
CC(C)Oc1ccc(OCCSc2nc3ccccc3n2CC(=O)O)cc1,-11%,5%,31%,5%,-1%,-2%,-1%,-3,-6%
COc1cccc(CNC(=O)CCNS(=O)(=O)c2cccs2)c1,-13%,6%,14%,-1%,1%,-18%,-2%,-4,0%
CNC(=O)c1cc(S(=O)(=O)N2CC(C)OC(C)C2)ccc1N1CCCCC1 (stereo not drawn),-9%,-7%,-2%,-2%,1%,31%,-4%,-4,0%
C=C[C@@H]1c2cc(C)ccc2N(S(=O)(=O)c2ccc(C)cc2)[C@H](c2ccccc2C(F)(F)F)C1(C#N)C#N,7%,-7%&3%,14%&12%,-1%,0%&-2%,5%,-3%&-4%,-4,1%
[NH-]c1ncnc2c1N=C[N+]2=CC=CCO,-24%,1%[57.1 µM],2%[57.1 µM],6%,-1%,-7%,0%,-2,2%
CS(=O)(=O)c1ccc(Cl)c(NC(=O)COC(=O)CCCN2C(=O)c3cccc4cccc(c34)C2=O)c1,-14%,44%[activator],49%[57.1 µM],2%,-5%,-12%,-4%,-6,7%
COCCSc1nnc(NC(=O)C2CC(=O)N(c3ccc(Cl)cc3)C2)s1 (stereo not drawn),?,18%[57.1 µM],28%[57.1 µM],?,1%,-25%,3%,-2,2%
C1CCc2c(nnc3c2-c2nonc2CC3)C1,?,9%,9%,-7%,1%,0%,-2%,4,4%
CC1CN(S(=O)(=O)c2cccc(C(=O)OCCOc3ccccc3)c2)CC(C)O1 (stereo not drawn),-6%,1%,29%,2%,-3%,-13%,-3%,0,9%
CCOC(=O)CN1CCc2c(C)nc3c(-c4ccc(OC)c(OC)c4)cnn3c21,-17%,12%,2%,-1%,-1%,-26%,-3%,-1,6%
CCCN(CCC)CCN1C(=O)C2C(C(=O)Nc3cccc(SC)c3)C3C=CC2(O3)C1C(=O)NC1CCCCC1 (stereo not drawn),?,8%,19%,-12%,1%,1%,-5%,-8,0%

# The final 2 entries of the part before open the next one:
SMILES,USP1-UAF1 inh,TrxR1 substrate,TrxR1 inh,Vif-APOBEC3F blk,Vif-A3G inh,RGS4 inh,GRP78 ERSR act,LDHA block,IDH1 R132H inh
CCOC(=O)CN1CCc2c(C)nc3c(-c4ccc(OC)c(OC)c4)cnn3c21,-17%,12%,2%,-1%,-1%,-26%,-3%,-1,6%
CCCN(CCC)CCN1C(=O)C2C(C(=O)Nc3cccc(SC)c3)C3C=CC2(O3)C1C(=O)NC1CCCCC1 (stereo not drawn),?,8%,19%,-12%,1%,1%,-5%,-8,0%
CC(C)CN(C(=O)COC(=O)CCCc1nc2ccccc2s1)c1c(N)n(Cc2ccccc2)c(=O)[nH]c1=O,-9%,5%,23%,-3%,-5%,-14%,-5%,-14,-7%
COCCN(CCOC)C(=S)Nc1ccccc1Cl,?,-5%,-10%[57.1 µM],13%,-4%,-22%,-4%,0,-5%
CCCOc1ccc(NC(=O)C(=O)NCCCn2ccnc2)cc1,-19%,2%,12%[0.0914 µM],7%,-2%,-23%,-1%,-11,7%
CCCOc1ccc(NC(=O)C2CC(=O)N(C)C(=Nc3cccc(OC)c3)S2)cc1 (stereo not drawn),-18%,-1%[57.1 µM],29%[57.1 µM],0%,0%,-3%,-6%,4,5%
CN(CC(=O)Nc1cccc(S(=O)(=O)N(C)c2ccccc2)c1)Cc1cccs1,?,·,·,-4%,1%,·,-3%,-5,4%
O=C(c1cc(-c2cccc(O)c2)on1)N1CCCC1,-7%,7%,-2%,2%,-4%,-27%,-9%,-7,4%
Cc1ccc(C)c(OCc2cc(C(=O)N3CC[C@@H]4CCCC[C@H]4C3)no2)c1,-13%,-3%,2%,0%,0%,6%,1%,-4,1%
Cc1cc(Cl)nc(Cl)c1C(=O)NCc1ccc(Cl)cc1,-8%,7%,14%,-3%,-8%,-10%,-1%,1,3%
Cc1ccc(NC(=O)C2CCCN(S(=O)(=O)c3c(C)noc3C)C2)cc1F (stereo not drawn),-15%,5%,3%,-16%,-1%,-23%,-6%,-5,11%
O=C(NCCCN1CCCC1=O)c1ccc2c(c1)ncn2C1CCCCC1,-21%,2%,1%,-1%,0%,8%,-3%,0,-10%
